High-throughput results as filed in PubChem.
GoLoco inh red: blocks human Gai1 binding to RGS12 GoLoco peptide, red readout. hit rate 0.44% among 230,000. Potency, µM (titrated, usually from 61.6 µM), inactives show at the highest dose activity, negative = inhibition, hits mostly inhibitors. Gai1:RGS12 GoLoco peptide FP, rhodamine, 10 min. P63096. AID 880; active = well fitted inhibition curve with a large enough effect, not every such curve was filed as active; inactive = no such curve, though single readings can be large or run the other way; also: % is scaled to controls: 0 for no effect and ±100 for the full control effect; nearly all actives have a fitted effect of over 30% in size; many of its hits are not listed in these tables
Lamin A splicing: modulators of lamin A splicing; HeLa LMNA splicing GFP/RFP minigene ratio, 48 h; Potency, µM (top dose mostly 46.1 µM), inactives show top-dose ratio change, negative = inhibition, most hits filed as inhibitors; hit rate 0.01% among 200,000; AID 1487; active = well fitted inhibition curve with a large enough effect in the signal ratio, with a control signal flat, not every such curve was filed as active; inconclusive = small, poorly fitted or top-dose-only effect, or effect the other way, or a change in a side signal; the % refers to the signal ratio; also: % is scaled to controls: 0 for no effect and ±100 for the full control effect
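S3 HeLa stable clones carrying a lamin A-EGFP splicing minigene plus DsRed2 were seeded at 600 cells/well in Opti-MEM with 2% FBS, pin-dosed and incubated 48 h at 37°C. Acumen cytometry (488 nm) gave the GFP/RFP total-intensity ratio.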
KDM4E inh: JMJD2E (human) inhibition; hit rate 1.6% among 230,000; JMJD2E catalytic domain, FDH-coupled NADH fluorescence (FDH is formaldehyde dehydrogenase); AID 2147; B2RXH2; Potency, µM (top dose mostly 57.1 µM), for inactives: at the top dose activity change, negative = inhibition, actives largely listed as inhibitors; active = well fitted inhibition curve with a large enough effect, not every such curve was filed as active; inconclusive = small, poorly fitted or top-dose-only effect, or another doubt; inactive = no such curve, though single readings can be large or run the other way;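 also: 0% = wells with enzyme and -100% = buffer wells without enzyme; nearly all actives have a fitted effect of over 50% in size; many of its hits are not listed in these tables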
TRb-SRC2 inh: disrupts binding of human TR beta to SRC2; TRbeta-SRC2 peptide binding, fluorescence polarization; receptor liganded with 1 µM T3; Potency, µM (doses to about 106 µM), for inactives: at the top dose activity change, negative = inhibition, most hits filed as inhibitors; hit rate 0.065% among 280,000; AID 1469;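 also: plate controls were bound peptide for no effect and peptide without receptor for full effect; nearly all actives have a fitted effect of over 50% in size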
Target sequence (P10828 whole entry, looked up): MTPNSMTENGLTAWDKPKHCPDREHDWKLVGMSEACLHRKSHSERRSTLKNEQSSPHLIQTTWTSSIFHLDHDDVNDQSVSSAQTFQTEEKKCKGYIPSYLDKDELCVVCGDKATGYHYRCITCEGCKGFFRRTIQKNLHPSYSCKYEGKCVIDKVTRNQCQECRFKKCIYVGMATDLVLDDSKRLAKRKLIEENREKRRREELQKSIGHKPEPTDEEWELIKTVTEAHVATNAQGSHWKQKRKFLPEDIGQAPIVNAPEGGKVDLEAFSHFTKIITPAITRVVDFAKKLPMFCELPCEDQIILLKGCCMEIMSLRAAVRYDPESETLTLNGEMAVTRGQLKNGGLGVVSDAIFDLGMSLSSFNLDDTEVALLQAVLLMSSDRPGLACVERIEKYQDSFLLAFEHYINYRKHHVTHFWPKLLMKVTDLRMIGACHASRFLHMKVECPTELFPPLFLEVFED
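Compounds were added to 0.6 uM TRb ligand-binding domain and 20 nM Texas Red-labeled SRC2 peptide in Tris buffer containing 1 uM T3, incubated 5 hr at ambient temperature, then read by fluorescence polarization.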
TexasRed fluor: counter-screen for TRb-SRC2 inhibitors: fluorescence interference; TRb/SRC2 Texas Red total fluorescence interference; hit rate 0.29% among 280,000; AID 1479; Potency, µM (series often up to 106 µM), inactives show at the top dose fluorescence change, negative = quenching; active = well fitted curve in either direction with a large enough effect; inconclusive = small, poorly fitted or top-dose-only effect; also: % is scaled to controls: 0 for no effect and ±100 for the full control effect
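Human TRb ligand-binding domain at 0.6 uM with 20 nM Texas Red SRC2 peptide in Tris buffer containing 1 uM T3 and 5% DMSO, incubated with compound 5 h at ambient temperature. Total fluorescence (555/632 nm) calculated as parallel + 2 × perpendicular.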
SMN2 splice up: SMN2 splice variant enhancement; HEK293 SMN2-luciferase splicing reporter, luminescence, 30-36 h; Potency, µM (top dose mostly 46.1 µM), for inactives: at the top dose activity change, positive = activation, actives largely listed as activators; hit rate 2.8% among 210,000; AID 1458; also: % of control where 0% means no effect; nearly all actives have a fitted effect of over 55% in size
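HEK293 cells carry an SMN2 […]–luciferase reporter in which exon 7 inclusion puts luciferase in frame. Cells were plated 10-12 h before compound addition, then incubated 30-36 h at 37C. ONE-Glo luminescence was read; sodium butyrate at 4.5 mM final served as control.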
ALDH1A1 inh: ALDH1A1 (human) enzyme inhibition; AID 1030; Potency, µM (series often up to 75.3 µM), for inactives: at the top dose activity, negative = inhibition, actives largely listed as inhibitors; Purified ALDH1A1, NADH fluorescence, propionaldehyde substrate; hit rate 7.3% among 220,000; P00352; active = well fitted inhibition curve with a large enough effect, not every such curve was filed as active; inconclusive = small, poorly fitted or top-dose-only effect, or another doubt; inactive = no such curve, though single readings can be large or run the other way;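 also: plate controls were no enzyme wells and a reference inhibitor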
Target sequence (P00352 whole entry, looked up): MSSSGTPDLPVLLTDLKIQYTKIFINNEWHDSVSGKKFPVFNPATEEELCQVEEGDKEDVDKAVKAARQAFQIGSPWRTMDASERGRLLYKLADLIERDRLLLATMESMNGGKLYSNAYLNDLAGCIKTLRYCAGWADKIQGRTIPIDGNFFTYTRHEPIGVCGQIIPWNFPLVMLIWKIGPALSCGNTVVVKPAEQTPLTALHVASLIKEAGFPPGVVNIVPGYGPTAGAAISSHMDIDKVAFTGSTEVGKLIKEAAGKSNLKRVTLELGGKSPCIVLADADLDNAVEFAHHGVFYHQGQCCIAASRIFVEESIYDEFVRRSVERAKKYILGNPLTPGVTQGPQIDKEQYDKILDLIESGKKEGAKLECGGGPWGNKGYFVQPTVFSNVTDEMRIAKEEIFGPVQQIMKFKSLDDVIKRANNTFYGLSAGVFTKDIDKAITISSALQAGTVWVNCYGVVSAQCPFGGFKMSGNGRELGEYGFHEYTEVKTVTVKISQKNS
RECQ1 helicase: inhibitors of human RECQ1 DNA helicase; P46063; Potency, µM (doses to about 57.3 µM), for the others: at the highest dose activity, negative = inhibition, actives largely listed as inhibitors; hit rate 0.54% among 240,000; RECQ1 DNA unwinding, red fluorescence kinetic read;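 also: plate controls were vehicle for no effect and no enzyme for full effect; nearly all actives have a fitted effect of over 30% in size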
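RECQ1T1 50 nM; forked duplex (20 bp + 30-nt ss tails) 200 nM, ATP 2 mM final; pH 8.0, 2 mM MgCl2, 2.5 ug/ml poly(dI-dC); 15 min compound preincubation; discontinuous kinetic read over 2 h at RT.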
* hit, by the source's call; i = inactive; ? = inconclusive; / = not tested or not shown; & = joins results of further samples; [ ] = another dose, or the depositor's remark. Unless noted, calls follow the shape of the dose curve; as a rule, active = well fitted curve in the direction sought with a large enough effect; inconclusive = small, poorly fitted or top-dose-only effect, or another doubt; inactive = no such curve, though single readings can be large; an effect the other way counts as inactive or inconclusive. Potency is read from the fitted curve at half-maximal effect. The list is partial; the hit share may differ from the screen's.

SMILES	GoLoco inh red	Lamin A splicing	KDM4E inh	TRb-SRC2 inh	TexasRed fluor	SMN2 splice up	ALDH1A1 inh	RECQ1 helicase
CCOC(=O)CCCCC(=O)c1[nH]c(=O)[nH]c1CSc1nc(C)cc(C)n1	1%	-4%	-3%	-8%	-2%	-3%	-2%	-3%
CNC(=S)N=Nc1c(O)[nH]c2ccccc12	0%	?	5%	1%	-6%	9%	1%	-1%
CCC(C)NC(=O)Nc1ccc2c(c1)N(C)C(=O)c1ccccc1S2 (stereo not given)	-7%	-9%	6%	-1%	1%	6%	2%	-8%
CCOC(=O)c1nn(-c2ccc(Cl)cc2)c2nnc(Cc3ccc(C)cc3)c(=O)n12	-1%	10%	-4%	-2%	1%	5%	?	-7%
CN(C)Cc1c(O)ccc2c3c(c(=O)oc12)CCCCC3	-5%	-20%	?	-11%	-2%	?	?	-6%
COc1ccc(CCN=C(N)NS(=O)(=O)c2ccc(C)cc2)cc1OC	-5%	/	6%	-1%	-2%	-20%	-5%	-1%
CCCn1c(CN2CCCCC2C)nc2c1c(=O)n(C)c(=O)n2C (stereo not given)	6%	-7%	-1%	-3%	-2%	-27%	6%	-2%
O=C(Nc1ccccc1Cl)c1ccn[nH]1	-9%	-4%	3%	-5%	-1%	-4%	-2%	-7%
CC(C)CC(NC(=O)CN)C(=O)NC(Cc1ccccc1)C(=O)O (stereo not given)	-6%	-11%	2%	3%	-2%	-4%	3%	6%
O=C(COc1cccc(F)c1)N[C@@H](Cc1ccccc1)c1nc2ccccc2[nH]1	-11%	?	-9%	1%	-10%	-10%	7%	-7%
O=S(=O)(NCc1csc(-c2cccs2)n1)c1ccc(Cl)cc1	6%	/	?	-3%	-2%	/	/	-10%
COc1ccccc1Cn1[nH]nnc1=S	-12%	/	?	1%	-3%	/	4µM*	i
CCCCc1nc(NCCNC(=O)c2ccccc2)c(C#N)c2c1CSC(C)(C)C2	-2%	-24%	?	-1%	-3%	-16%	?	-2%
Nc1nnc(N2CCCCC2)s1	15%	?	-14%	-4%	-4%	-19%	25µM*	-3%
CCC(CC)C(=O)N1CCN(Cc2ccc3c(c2)OCO3)CC1	6%	6%	-2%	-4%	-1%	-28%	-1%	-6%
COc1ccc(/C=C/C(=O)N(Cc2ccccc2)c2ccccn2)cc1OC	47%[activator]	/	-4%	6%	-2%	-5%	0%	13%
Cc1ccc(SCC(=O)NC(C)(C)C)cc1	0%	8%	4%	-14%	2%	16%	-1%	4%
Cc1nn(Cc2ccccc2)c(C)c1N	12%	-6%	?	5%	-2%	15%	-2%	-3%
COCCOC(=O)C1=C(C)NC(=O)NC1c1c(Cl)nc2c(C)cccn2c1=O (stereo not given)	-1%	-13%	-25%	8%	-52%	-2%	4%	-4%
O=C(N/N=C/c1cccc([N+](=O)[O-])c1)C1CC(=O)N(c2ccc(Br)cc2)C1 (stereo not given)	/	?	3%	5%	-5%	/	5%	-1%
C(=N\N1CCN(C2c3ccccc3-c3ccccc32)CC1)/c1cccs1	5%	1%[0.0737 µM]	9%	-2%	-1%	-31%[inhibitor]	2%	-15%
CC(C)c1nc2ccc(NC(=O)C34CC5CC(CC(C5)C3)C4)cc2[nH]1	6%	-12%	-3%	6%	0%	-5%	-9%	-13%
CC(=O)Nc1ccc(C(=O)NNC(=O)c2cccs2)cc1	-10%	-2%	12%	2%	-16%	5%	7%	-2%
CCOc1ccc(C(=O)NC(=S)Nc2ccc(N3CCC(C)CC3)cc2)cc1[N+](=O)[O-]	-5%	-13%	4%	-26%	1%	-55%[inhibitor]	7.9µM*	i
COc1ccc2c(c1)[nH]c1c(=O)n(N)cnc12	14%	-11%	-2%	-1%	-1%	11%	9%	-6%

Later entries.
SMILES	GoLoco inh red	Lamin A splicing	KDM4E inh	TRb-SRC2 inh	TexasRed fluor	SMN2 splice up	ALDH1A1 inh	RECQ1 helicase
CN(C)/C=C1\N=C(c2cccs2)OC1=O	-8%	-9%	?	1%	-3%	-10%	-11%	-10%
COc1cc(NC(=O)Cn2cnc3sc(C)c(S(=O)(=O)N4CCN(C)CC4)c3c2=O)cc(OC)c1OC	-20%	/	3%	2%&-2%	1%&-1%	5%	-5%	0%
COc1ccc(NC(=O)CSc2nnc(-c3cccs3)n2-c2ccccc2)cc1	5%	-3%	-4%	4%	1%	-23%	4%	-18%
Cc1occc1C(=O)N/N=C/c1ccc(Br)s1	6%	4%[46 µM]	-20%	-2%	-3%	/	-2%	-5%
CC1(C)CC(=O)c2cc3c(N)c(C(=O)NCc4ccccc4)sc3nc2C1	4%	9%	-8%	-9%	-1%	-3%	?	-6%
O=C(C1=C[C@@H](c2coc3ccccc3c2=O)C[C@@H](OCCCCO)O1)N1CCOCC1	-5%	/	?	-6%	-2%	/	?	3%
COc1ccc(CN(C(=O)c2cccs2)c2ccccc2)cc1	5%	10%[46 µM]	-2%	3%	0%	/	-5%	-18%
O=C(Nc1sc2c(c1C(=O)O)CCC2)c1ccco1	7%	2%	0%	-5%	-11%	?	-5%	-16%
COc1cccc(-c2nnc3sc(-c4cccs4)nn23)c1	12%	-2%	3%	-2%	-2%	?	2%	-9%
CC(C)C(=O)n1nc(-c2cccnc2)nc1NCc1ccc(F)cc1	5%	/	-1%	-1%	-2%	/	-1%	-20%
Cc1nn(Cc2c(Cl)cccc2Cl)c(C)c1C(=O)NCc1ccc(C)n1C	26%	7%	?	-10%	1%	-1%	?	?
O=C(N/N=C/c1ccccn1)c1cc(-c2ccccc2)nc2ccccc12	5%	/	25µM*	-1%	-3%	/	/	-8%
O=C1CC(c2ccc(F)cc2)CC(O)=C1C=NCCN1CCN(C(=O)Nc2ccccc2)CC1 (stereo not given)	8%	-2%	1%	2%	3%	8%	7%	-3%
Cc1ccc(N2CC(C(=O)N/N=C/c3sccc3C)CC2=O)cc1 (stereo not given)	7%	-3%	8%	-2%	1%	-3%	6%	-1%
COc1ccccc1N1CCN(Cc2ccco2)CC1	3%	14%	-18%	-3%	-2%	11%	-9%	4%
CCNC(=O)N1CCNC(=O)C1CC(=O)Nc1ccc(C(=O)OCC)cc1 (stereo not given)	6%	4%	5%	-4%	-1%	-31%	12%	-1%
S=c1[nH]nc(-c2ccncc2)n1CC1CCCO1 (stereo not given)	-1%	6%	5%	-6%	0%	-15%	4%	i
CCOc1nnc(C)c2c(C)n(-c3ccc(Cl)cc3)nc12	-3%	-7%	13%	-1%	-4%	9%	-2%	1%
CCCCOc1ccc(CSc2nncn2N)cc1	5%	5%	-6%	3%	-2%	26%	-5%	-9%
O=c1cc2oc3cc(O)c(O)cc3c(-c3ccccc3O)c-2cc1O	7.9µM*	/	14µM*	18µM*	40µM*[fluorescent]	/	/	3.5µM*
CCCOC(=O)CCCCCCCCC(O)CN1CCCCC1 (stereo not given)	-3%	/	-1%	8%	-1%	7%	18µM*	-8%
CC(C)(C)c1ccc(OC(=O)CN2C(=O)C3C4CCC(C4)C3C2=O)cc1 (stereo not given)	1%	-12%	-4%	-5%	-5%	8%	4%	-3%
COCCNC(=O)c1c(C)cc(C)cc1C	4%	-4%[46 µM]	8%	4%	0%	7%	0%	i
Cc1[nH]c2ccccc2c1CCC(N)=O	3%	5%	-10%	-1%	1%	-6%	5%	i
Cc1ccc(NC(=O)NN(C)c2c(Cl)c(Cl)nn2C)cc1	9%	-8%[9.22 µM]	-1%	2%	-5%	3%	3%	2%

(continued)
SMILES	GoLoco inh red	Lamin A splicing	KDM4E inh	TRb-SRC2 inh	TexasRed fluor	SMN2 splice up	ALDH1A1 inh	RECQ1 helicase
CCOC(=O)C1(Cc2ccccc2C(F)(F)F)CCN(C(C)COC)CC1 (stereo not given)	2%	/	-6%	7%	1%	/	-5%	-7%
COc1cc(NC(=O)CSCC(=O)Nc2cc(OC)cc(OC)c2)cc(OC)c1	-6%	/	-6%	2%	-8%	/	/	i
S=c1[nH]c2cc3ccccc3cc2[nH]1	-11%&-4%	/	?	-4%&-6%	-9%&0%	/	/	-10%&1%
O=c1[nH]c2ccc(NC(=S)NCc3ccccc3)cc2[nH]1	-1%	/	1%	-4%	-3%	/	/	-13%
O=C(c1ccccc1[N+](=O)[O-])N1CCc2ccccc2C1	-13%	9%	9%	8%	-1%	-5%	2%	-5%
Cc1cccc(N2CCN(C(=O)CCc3nc4ccccc4[nH]3)CC2C)c1 (stereo not given)	-8%	-7%	-11%	-20%	-3%	-2%	11%	-18%
Cc1ccco1	12%	/	/	-4%	0%	5%	3%	-9%
Cc1cccc(NC(=O)c2ccc(-n3ccnc3)nc2)c1	-17%	-6%	3%	-9%	1%	3%	-5%	i
Cc1cc(Br)ccc1NC(=O)CCSc1ccccc1	2%	-5%	6%	4%	0%	1%	1%	-4%
Cc1cc(=O)oc(C)c1C(=O)OCC(=O)c1ccc(Cl)cc1	5%	2%	5%	-5%	2%	-14%	-5%	-1%
COc1ccc(N2C(=O)C3CC(C)=C(C)CC3C2=O)c(OC)c1 (stereo not given)	2%	0%	-3%	13%	0%	9%	10%	-2%
CC(=O)Nc1ccc(S(=O)(=O)Nc2ccc(-c3ccc4nnc(C)n4n3)cc2)cc1	17%	-30%[46 µM]	?	-4%	-7%	?	-1%	-7%
Cc1ccc2c(c1)C(=O)CC1(CCCCCC1)O2	-4%	/	?	8%	-2%	/	/	i
Cc1cc(=O)oc(C)c1C(=O)Nc1ccc(F)cc1	11%	/	-9%	-3%	1%	/	/	-11%
CCn1cnc2c1c(=O)n(CC(=O)Nc1cc(C)on1)c(=O)n2Cc1ccccc1	4%	-1%	-3%	-15%	2%	3%	?	11%
CN1C(=O)CS(=O)c2ccc(C(=O)NCCC3=CCCCC3)cc21 (stereo not given)	9%	?	8%	-5%	0%	-24%	-6%	-8%
Cc1ccc2c(c1)nc(NCCO)n2C	6%	2%	?	-4%	-2%	6%	-4%	-3%

Single values from the results shown:
O=c1[nH]c2ccc(NC(=S)NCc3ccccc3)cc2[nH]1 in TRb-SRC2 inh reads -4%
Cc1ccco1 in GoLoco inh red reads 12%
